High-throughput results as filed in PubChem.
HT1080 IDH1KD tx – toxicity to HT-1080 IDH1 knockdown cells (counter line); HT-1080 IDH1 knockdown viability, ATP luminescence, 48 h; Potency, µM (doses to about 46.1 µM), inactives show at the highest dose activity, negative = toxicity, actives largely listed as cytotoxic; 360,000 tested, 2% active;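 also: potency is read from the fitted curve at half-maximal effect; 0% = DMSO wells and -100% = cell-free medium wells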
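% activity derives from luminescence (CellTiter-Glo), normalised to DMSO and no-cell wells. HT-1080-IDH1KD cells, 750/well, had 48 h compound exposure at 37 °C.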
WRN helicase inh – WRN helicase (human) inhibition; WRN helicase unwinding, fluorescent forked duplex, kinetic; 360,000 tested, 0.46% active; Q14191; Potency, µM (series often up to 114 µM), without a hit: at the top dose activity change, negative = inhibition, most hits filed as inhibitors; also: potency is read from the fitted curve at half-maximal effect; % is scaled to controls: 0 for no effect and ±100 for the full control effect; nearly all actives have a fitted effect of over 55% in size
Target sequence (Q14191 whole entry, looked up): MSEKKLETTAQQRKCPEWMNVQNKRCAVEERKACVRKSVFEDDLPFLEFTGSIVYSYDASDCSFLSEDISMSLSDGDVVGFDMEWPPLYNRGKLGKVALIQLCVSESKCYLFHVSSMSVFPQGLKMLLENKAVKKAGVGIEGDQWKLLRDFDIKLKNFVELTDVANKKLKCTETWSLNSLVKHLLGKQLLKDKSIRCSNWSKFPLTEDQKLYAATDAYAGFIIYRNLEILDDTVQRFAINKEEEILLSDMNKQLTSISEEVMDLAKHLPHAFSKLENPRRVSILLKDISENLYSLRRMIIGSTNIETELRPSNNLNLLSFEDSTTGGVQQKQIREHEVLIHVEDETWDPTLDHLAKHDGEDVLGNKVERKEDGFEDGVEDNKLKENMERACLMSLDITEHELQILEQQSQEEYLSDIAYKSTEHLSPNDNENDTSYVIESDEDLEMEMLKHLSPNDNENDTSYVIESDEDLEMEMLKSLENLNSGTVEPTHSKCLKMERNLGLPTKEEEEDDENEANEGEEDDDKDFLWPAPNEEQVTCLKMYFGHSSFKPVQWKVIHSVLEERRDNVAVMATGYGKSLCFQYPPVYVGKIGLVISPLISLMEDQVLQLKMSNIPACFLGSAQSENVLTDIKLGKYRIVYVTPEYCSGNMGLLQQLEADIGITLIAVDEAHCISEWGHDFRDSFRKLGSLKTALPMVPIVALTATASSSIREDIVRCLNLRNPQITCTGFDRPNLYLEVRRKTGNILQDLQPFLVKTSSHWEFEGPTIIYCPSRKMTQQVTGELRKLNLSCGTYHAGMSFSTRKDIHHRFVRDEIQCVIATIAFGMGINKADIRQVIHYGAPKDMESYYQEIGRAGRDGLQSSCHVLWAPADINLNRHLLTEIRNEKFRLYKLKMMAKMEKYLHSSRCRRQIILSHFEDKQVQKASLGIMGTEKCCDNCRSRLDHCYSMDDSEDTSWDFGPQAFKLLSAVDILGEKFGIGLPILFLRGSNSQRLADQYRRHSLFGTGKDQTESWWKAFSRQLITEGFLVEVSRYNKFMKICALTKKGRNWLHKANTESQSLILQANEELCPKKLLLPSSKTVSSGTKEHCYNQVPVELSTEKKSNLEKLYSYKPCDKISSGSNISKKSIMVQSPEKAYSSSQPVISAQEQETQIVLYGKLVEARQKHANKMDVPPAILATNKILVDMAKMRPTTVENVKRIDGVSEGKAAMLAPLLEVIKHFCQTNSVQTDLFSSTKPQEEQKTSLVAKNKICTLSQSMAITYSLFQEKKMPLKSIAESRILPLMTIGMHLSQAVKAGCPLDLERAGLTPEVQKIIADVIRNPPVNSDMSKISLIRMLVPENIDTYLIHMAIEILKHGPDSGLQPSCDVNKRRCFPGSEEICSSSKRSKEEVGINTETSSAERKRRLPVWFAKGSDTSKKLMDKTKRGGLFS
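WRN at 20 nM final preincubated with compound 15 min at room temperature; reaction started with 100 nM fluorophore/quencher forked duplex oligonucleotide and 2 mM ATP final. Unwinding followed kinetically by red fluorescence (ex 525, em 598 nm).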
KB-3-1 cytotox – kills parental KB-3-1 adenocarcinoma cells; KB-3-1 viability, CellTiter-Glo ATP luminescence, 72 h; Potency, µM (highest dose often 46.1 µM), without a hit: at the highest dose activity change, negative = cytotoxic, usual class: cytotoxic; 400,000 tested, 1.4% active; AID 1347075; also: potency is read from the fitted curve at half-maximal effect; % is scaled to controls: 0 for no effect and ±100 for the full control effect; nearly all actives have a fitted effect of over 60% in size
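Parental KB-3-1 viability, qHTS format: 72 h compound exposure, 37 °C; CellTiter-Glo; media-only wells and DMSO plates as controls; concentration-effect fits on corrected data.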
HT1080-NT tox – kills 2HG-producing HT-1080-NT fibrosarcoma cells. HT-1080-NT fibrosarcoma viability, CellTiter-Glo ATP luminescence, 48 h. 360,000 tested, 1.6% active. Potency, µM (series often up to 46.1 µM), for inactives: at the highest dose activity, negative = less viability, hits mostly cytotoxic;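 also: NT is the 2HG producing partner of a matched IDH1 knockdown line; potency is read from the fitted curve at half-maximal effect; 0% = DMSO-treated cells and -100% = media-only wells without cells; nearly all actives have a fitted effect of over 55% in size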
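Compounds were tested in concentration-response format on HT-1080-NT cells for 48 hours at 37 degrees C. Cell viability came from CellTiter-Glo luminescence; curves were classified by r2, response magnitude and activity.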
MCF10A rerep – DNA re-replication induction in MCF 10a cells; MCF 10A DNA re-replication, Hoechst nuclear intensity, 48 h; 350,000 tested, 2.9% active; AID 624296; Potency, µM (series often up to 46.1 µM), for inactives: at the top dose activity, positive = re-replication, most hits filed as activators; also: potency is read from the fitted curve at half-maximal effect; % of control where 0% means no effect; nearly all actives have a fitted effect of over 50% in size
IL-1B inflam inh – inflammasome signaling inhibition, IL-1 beta readout | THP-1 LPS/ATP IL-1B secretion, AlphaLISA, 16 h; active compounds read low | activity change, % at 57.5 µM | 360,000 tested, 4.7% active; in the data active = activity change below about -50%; inconclusive = mostly about -30% to -49%; also: % is scaled to controls: 0 for no effect and ±100 for the full control effect
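Secreted IL-1B measured by AlphaLISA bead assay after 16 h compound exposure of THP-1 cells; compounds (final up to 57.5 uM) added 1 h before LPS (250 ng/mL) and ATP (1.25 mM) stimulation; lower signal means less secretion.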
KB-V1 cytotox – kills drug-selected multidrug resistant KB-V1 cells; 400,000 tested, 3.4% active; Potency, µM (top dose mostly 46.1 µM), for the others: at the highest dose activity change, negative = cytotoxicity, actives largely listed as cytotoxic; KB-V1 MDR cells viability, CellTiter-Glo, 72 h; also: potency is read from the fitted curve at half-maximal effect; % is scaled to controls: 0 for no effect and ±100 for the full control effect; nearly all actives have a fitted effect of over 60% in size
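Potencies derive from concentration-effect curves fitted to normalized luminescence (CellTiter-Glo) of KB-V1 cells treated for 72 h at 37 degrees C in phenol-red-free DMEM containing 10% FBS.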
SW480 rerep – inducers of DNA re-replication in SW480 colon cancer cells | Potency, µM (doses to about 46.1 µM), for the others: at the top dose re-replication activation, usual class: activators | SW480 DNA re-replication, Hoechst DNA content imaging, 48 h | 340,000 tested, 1.8% active; also: potency is read from the fitted curve at half-maximal effect; % of control where 0% means no effect; nearly all actives have a fitted effect of over 55% in size
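Image-based read-out: total Hoechst fluorescence of nuclei (405 nm excitation, 500-530 nm emission), with hits raising the fraction of high-intensity nuclei. SW480 colon cells incubated 48 hr with compounds at 37 C.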
ATXN2 expr inh – ATXN2 expression inhibition | Potency, µM (doses to about 57 µM), inactives show top-dose activity change, negative = inhibition, actives largely listed as inhibitors | HEK-293 ATXN2-luciferase reporter, luminescence, 24 h | 360,000 tested, 0.72% active | AID 1745845; also: potency is read from the fitted curve at half-maximal effect; % is scaled to controls: 0 for no effect and ±100 for the full control effect; nearly all actives have a fitted effect of over 55% in size
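ATXN2-luciferase reporter cells (luciferase flanked by upstream and downstream ATXN2 gene portions) were treated 24 h at 37 °C with compounds at up to 57 uM. SteadyGlo luminescence gave expression; GF-AFC fluorescence gave viability.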
* marks the source's active call; other numbers are inactive results; i = inactive; u = inconclusive; x = no result given; [ ] = another dose, or the depositor's remark. Unless noted, calls follow the shape of the dose curve; as a rule, active = well fitted curve in the direction sought with a large enough effect; inconclusive = small, poorly fitted or top-dose-only effect, or another doubt; inactive = no such curve, though single readings can be large; an effect the other way counts as inactive or inconclusive.

1: O=C(COc1ccccc1)N(CCc1ccccc1)c1nc(-c2ccc(F)cc2)cs1
2: Clc1ccc(N2CCN(c3ccnc(Cl)n3)CC2)cc1
3: O=C(NCc1ccc(S(=O)(=O)Nc2ccccc2Cl)s1)c1ccccc1
4: Nc1nnc(-c2ccc([N+](=O)[O-])o2)s1
5: CC(C)C(NC(=O)c1ccc(Cl)cc1Cl)C(=O)N1CCN(S(=O)(=O)c2ccccc2)CC1 (centres undefined)
screen / no.	1	2	3	4	5
HT1080 IDH1KD tx	21%	-23%	-4%	-18%	-8%
WRN helicase inh	-3%	5%	-16%	-8%	-11%
KB-3-1 cytotox	-19%	-6%	3%	u	-4%
HT1080-NT tox	19%	u	-2%	23µM*	-2%
MCF10A rerep	28%	2%	-15%	u	0%
IL-1B inflam inh	-20	-18	x	2	-14
KB-V1 cytotox	15µM*	-22%	-28%	0%	-9%
SW480 rerep	11%	-10%	u	u	-6%
ATXN2 expr inh	-2%	0%	31%	-39%	4%

6: COc1cc(NC(=O)c2cc(CC(C)C)on2)c(OC)cc1Cl
7: COc1cc2[nH]c3c(N4CCN(c5ccccn5)CC4)ncnc3c2cc1OC
8: CC(=O)N1CCN(c2ccc(NC(=O)c3ccc4ccccc4c3)cc2)CC1
9: O=C(CSc1nnc(C2CC2)n1-c1ccccc1)NCCc1ccc(F)cc1
10: CCOC(=O)NC(=O)C(=CNc1cccc(C)c1)C(=O)NC(=O)OCC
screen / no.	6	7	8	9	10
HT1080 IDH1KD tx	0%	u	-1%	-2%	10%
WRN helicase inh	-15%	u	4%	u	-1%
KB-3-1 cytotox	5%	-14%	-5%	6%	9%
HT1080-NT tox	-13%	23µM*	-1%	5%	29%
MCF10A rerep	-3%	u	-4%	2%	-11%
IL-1B inflam inh	-12	-29	16	1	44
KB-V1 cytotox	u	u	u	u	0%
SW480 rerep	2%	-1%	1%	3%	-5%
ATXN2 expr inh	-7%	-9%	-4%	-17%	-20%

11: COc1ccc(S(=O)(=O)N2CCCOC2CNC(=O)C(=O)NCCCn2ccnc2)cc1 (centres undefined)
12: CN(Cc1ccco1)C(=O)CN1C(=O)NC2(CCCC2)C1=O
13: Cc1ccc(/C=N/NC(=O)Cn2cncn2)cc1
14: Cc1nc2ccc(Cc3ccc4nc(C)[nH]c4c3)cc2[nH]1
15: S=C(NNc1cccc(Cl)c1)NC1CCCCC1
screen / no.	11	12	13	14	15
HT1080 IDH1KD tx	1%	-6%	8%	-8%	15µM*
WRN helicase inh	-7%	-11%	-10%	-6%	-23%
KB-3-1 cytotox	17%	5%	8%	-9%	-23%
HT1080-NT tox	6%	5%	11%	-14%	u
MCF10A rerep	-3%	-23%	6%	-16%	u
IL-1B inflam inh	14	-1	19	9	-108*
KB-V1 cytotox	4%	11%	2%	0%	-29%
SW480 rerep	0%	-1%	-7%	0%	u
ATXN2 expr inh	5%	6%	5%	13%	-8%

16: COc1cccc(OCCNc2cc(N3CCCCC3)ccc2[N+](=O)[O-])c1
17: O=C(NCc1ccc(Cl)cc1Cl)c1ccccn1
18: CCc1ccc(OCC(=O)NC(NC(=S)Nc2ccccc2)C(Cl)(Cl)Cl)cc1 (centres undefined)
19: CCC1CCCCN1CCCNC(=O)C1CCC(CNS(=O)(=O)c2c(C)cc(C)cc2C)CC1 (centres undefined)
20: O=C1c2ccccc2S(=O)(=O)N1CCOc1ccccc1
screen / no.	16	17	18	19	20
HT1080 IDH1KD tx	-8%	-1%	16µM*	u	8%
WRN helicase inh	-3%[57.1 µM]	-3%	10%	7%	2%
KB-3-1 cytotox	-13%	0%	u	-7%	4%
HT1080-NT tox	-5%	9%	16µM*	u	19%
MCF10A rerep	12%	9%	u	10%	5%
IL-1B inflam inh	-7	-5	u	-20	5
KB-V1 cytotox	u	3%	-26%	u	-16%
SW480 rerep	10%	-9%	9%	u	-2%
ATXN2 expr inh	5%	2%	u	-28%	17%

21: CCC(=N\NC(=O)COc1ccccc1OC)/C(CC)=N/NC(=O)COc1ccccc1OC
22: CCOc1ccc(C(C)NC(=O)c2cccs2)cc1OCC (centres undefined)
23: Cc1nc(SCC(=O)NC2CCCCC2C)nc(C)c1C (centres undefined)
24: COC(=O)CP(=O)(c1ccccc1)c1ccccc1
25: CC(=O)NC1=NN(C(C)=O)C(C)(c2cccs2)S1 (centres undefined)
screen / no.	21	22	23	24	25
HT1080 IDH1KD tx	-3%	-4%	7%	-4%	4.6µM*
WRN helicase inh	-10%	3%	2%	0%	4%
KB-3-1 cytotox	u	-11%	2%	u	u
HT1080-NT tox	-3%	3%	8%	-2%	2.9µM*
MCF10A rerep	-1%	-3%	1%	2%	1.3µM*
IL-1B inflam inh	11	-6	43	2	15
KB-V1 cytotox	-17%	-11%	-11%	0%	-30%
SW480 rerep	-20%	-2%	0%	-6%	12µM*
ATXN2 expr inh	x	7%	-18%	-5%	u

26: CS(=O)(=O)c1cnc(-c2ccccc2)nc1-c1ccc(Cl)c(Cl)c1
27: O=C(Cn1cnc2c(NC(=O)OCc3ccccc3)ncnc21)NCCN1CCOCC1
28: O=C(Nc1nnc(CC2=CCCCC2)s1)Nc1ccccc1F
29: Cc1ccc(C)n1NC(=O)c1ccccc1O
30: CCc1ccccc1NC(=O)C1CCCN(c2nn3c(=O)cc(C)nc3s2)C1 (centres undefined)
screen / no.	26	27	28	29	30
HT1080 IDH1KD tx	1%	1%	33µM*	-16%	3%
WRN helicase inh	7%	7%	-6%	12%	3%
KB-3-1 cytotox	-21%	12%	-1%	-30%	2%
HT1080-NT tox	3%	14%	-8%	-25%	0%
MCF10A rerep	u	-22%	u	7%	0%
IL-1B inflam inh	-3	18	52	59	12
KB-V1 cytotox	u	0%	6%	-12%	0%
SW480 rerep	7%	-2%	-1%	19%	2%
ATXN2 expr inh	1%	1%	13%	6%	-3%

31: O=C(OCc1csc(Nc2ccccc2)n1)c1ccc(Cl)cc1
32: N#CC1(NC(=O)COC(=O)c2cc(=O)[nH]c3ccccc23)CCCCC1
33: OC(C#CCCN1CCCCC1)(c1ccccc1)C1CCCCC1 (centres undefined)
34: CN1CCN(S(=O)(=O)c2cccc(S(=O)(=O)c3ccc(Cl)cc3)c2)CC1
35: N/C(=N\OC(=O)CCCOc1ccc(Cl)cc1Cl)c1ccncc1
screen / no.	31	32	33	34	35
HT1080 IDH1KD tx	6%	0%	1%	-15%	10%
WRN helicase inh	-8%	-14%	-10%	2%	2%
KB-3-1 cytotox	19%	3%	u	-28%	6%
HT1080-NT tox	4%	0%	-3%	-16%	8%
MCF10A rerep	2%	-4%	u	-3%	11%
IL-1B inflam inh	7	11	-19	-16	4
KB-V1 cytotox	4%	1%	-2%	-1%	-13%
SW480 rerep	-1%	-5%	16%[9.22 µM]	-25%	-7%
ATXN2 expr inh	0%	3%	-27%	-25%	-15%

36: O=C(c1ccc(C(=O)N2CCOCC2)nc1)N1CCOCC1
37: COC(=O)c1ccc(COc2cccnc2[N+](=O)[O-])cc1
38: CCOc1ccc(NC(=O)CSc2ccc(-c3cccnc3)nn2)cc1
39: CC(C)c1ccccc1NC(=O)COc1ccc(C(=O)NCCc2ccccc2)cc1
40: O=C(CCCCCn1c(=O)[nH]c2ccsc2c1=O)N1CCN(C2CCCCC2)CC1
screen / no.	36	37	38	39	40
HT1080 IDH1KD tx	28%	12%	-6%	u	-13%
WRN helicase inh	0%	12%	1%	-2%[57.1 µM]	10%
KB-3-1 cytotox	0%	0%	0%	-4%	1%
HT1080-NT tox	29%	12%	13%	u	-13%
MCF10A rerep	u	-1%	4%	u	0%
IL-1B inflam inh	11	-6	i	-7	25
KB-V1 cytotox	1%	22%	-28%	0%	10%
SW480 rerep	-29%	7%	u	u	-2%
ATXN2 expr inh	8%	25%	7%	-29%	9%

41: CC1=NN(c2ccccc2)C(=O)C1C(=O)c1cc([N+](=O)[O-])cc([N+](=O)[O-])c1 (centres undefined)
42: CS(=O)(=O)Nc1ccc(C(=O)NCCSC2CCCCC2)cc1
43: Oc1ccccc1Oc1ncc(Br)c(N2CCOCC2)n1
44: COc1ccc(CN2CCN(C(C)C)C(CCO)C2)cc1Cn1cccn1 (centres undefined)
screen / no.	41	42	43	44
HT1080 IDH1KD tx	-17%	-18%	-20%	-2%
WRN helicase inh	-16%	7%	2%	-21%[57.1 µM]
KB-3-1 cytotox	-18%	-21%	-2%	-1%
HT1080-NT tox	-20%	-5%[9.24 µM]	-11%	2%
MCF10A rerep	0%	-5%	-2%	2%
IL-1B inflam inh	36	5	29	0
KB-V1 cytotox	u	-3%	5%	-9%
SW480 rerep	-3%	0%	-11%	8%
ATXN2 expr inh	-18%	11%	-2%	3%[11.3 µM]

Whole records from above:
`O=C(COc1ccccc1)N(CCc1ccccc1)c1nc(-c2ccc(F)cc2)cs1` as listed: HT1080 IDH1KD tx = 21%; WRN helicase inh = -3%; KB-3-1 cytotox = -19%; HT1080-NT tox = 19%; MCF10A rerep = 28%; IL-1B inflam inh = -20; KB-V1 cytotox = 15µM*; SW480 rerep = 11%; ATXN2 expr inh = -2%
`OC(C#CCCN1CCCCC1)(c1ccccc1)C1CCCCC1` (centres undefined) as listed: HT1080 IDH1KD tx = 1%; WRN helicase inh = -10%; KB-3-1 cytotox = u; HT1080-NT tox = -3%; MCF10A rerep = u; IL-1B inflam inh = -19; KB-V1 cytotox = -2%; SW480 rerep = 16%[9.22 µM]; ATXN2 expr inh = -27%

Hits appear at their usual frequency; overall some 12% were active at least once.
